Screening results from PubChem BioAssay.
PglD inh: C. jejuni PglD acetyltransferase inhibitors, primary screen, biochemical, DTNB colorimetric, single point | UDP-N-acetylbacillosamine N-acetyltransferase PglD (Campylobacter jejuni) | purified PglD enzyme, DTNB colorimetric CoA detection | inhibition, % at 12.5 µM | actives 0.098% (n = 360,000); in the data active = inhibition above about 16%, passing the limit was not always enough; also: strong numbers were not always called active
ERAP1 inh: human ERAP1 aminopeptidase inhibitors, primary screen, biochemical, single point, plate reader | inhibition, % at 10.7 µM | actives 0.15% (n = 340,000) | Endoplasmic reticulum aminopeptidase 1 (Homo sapiens), Q9NZ08 | recombinant ERAP1, Leu-AMC fluorescence, 60 min;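 active = mean replicate inhibition of at least 30%, or all replicates individually reaching that 30% level; inactive = mean below 30% and not every replicate reaching it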;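 also: 0% = neutral control wells and 100% = L-leucinethiol positive control wells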
Target sequence (Q9NZ08 whole entry, looked up): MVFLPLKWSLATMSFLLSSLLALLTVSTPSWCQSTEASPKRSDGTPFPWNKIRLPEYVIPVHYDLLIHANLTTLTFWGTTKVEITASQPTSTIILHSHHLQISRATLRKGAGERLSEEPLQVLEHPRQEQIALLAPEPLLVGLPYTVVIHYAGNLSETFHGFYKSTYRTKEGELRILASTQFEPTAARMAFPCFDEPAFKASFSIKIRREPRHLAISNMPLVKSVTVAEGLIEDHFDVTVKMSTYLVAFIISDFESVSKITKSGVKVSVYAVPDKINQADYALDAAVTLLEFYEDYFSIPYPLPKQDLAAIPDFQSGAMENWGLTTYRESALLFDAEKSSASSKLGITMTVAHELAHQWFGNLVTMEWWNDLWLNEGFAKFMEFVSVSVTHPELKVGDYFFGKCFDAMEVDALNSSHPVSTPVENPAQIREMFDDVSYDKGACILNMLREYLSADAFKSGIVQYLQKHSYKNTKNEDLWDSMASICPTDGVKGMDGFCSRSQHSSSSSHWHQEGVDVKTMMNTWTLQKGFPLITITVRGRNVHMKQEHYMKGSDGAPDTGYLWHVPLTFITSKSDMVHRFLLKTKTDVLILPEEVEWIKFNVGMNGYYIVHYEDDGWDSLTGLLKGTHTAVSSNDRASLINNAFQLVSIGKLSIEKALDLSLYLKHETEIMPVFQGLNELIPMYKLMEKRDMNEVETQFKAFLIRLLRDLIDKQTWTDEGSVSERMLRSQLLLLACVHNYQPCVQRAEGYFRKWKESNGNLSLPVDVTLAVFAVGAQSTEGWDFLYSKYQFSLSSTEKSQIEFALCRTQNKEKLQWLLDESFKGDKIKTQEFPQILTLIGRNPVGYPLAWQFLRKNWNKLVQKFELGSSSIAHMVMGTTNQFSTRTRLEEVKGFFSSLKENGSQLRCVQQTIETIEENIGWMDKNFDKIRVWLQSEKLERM
EWS-Fli block: EWS/Fli-driven NR0B1 reporter inhibitors, primary screen, A673 cells, NR0B1 luciferase, luminescence, MLPCN library. viability-normalised. inhibition, % at 12.6 µM. actives 0.67% (n = 350,000). AID 651661, 2012;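 active = mean inhibition of at least 50% after viability correction, with every replicate also passing that limit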;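 also: firefly luciferase signal divided by Alamar Blue viability fluorescence both relative to DMSO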
PGC1a acetyl inh: inhibitors of PGC1a acetylation signal, primary screen, cell-based, U2OS, AlphaScreen, inhibitor mode | AID 651687, 2012 | actives 0.17% (n = 350,000) | AlphaScreen anti-acetyl-lysine; with virally co-expressed GCN5 acetyltransferase | inhibition, % at 15.6 µM;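 active = every replicate shows inhibition of at least 40%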;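 also: 0% = neutral control wells and 100% = positive control wells; some results beyond the cut were filed as inactive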
S100A4 inh HTS: inhibitors of S100A4-myosin IIA peptide binding, primary screen, biochemical, fluorescence polarization, TAMRA-MyoIIA peptide; inhibition, % at 10.7 µM; AID 652163, 2013; Protein S100-A4 (Homo sapiens), P26447; actives 0.14% (n = 360,000);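 active = mean inhibition of at least 70% across replicates, with every replicate also reaching that level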
Target sequence (P26447 whole entry, looked up): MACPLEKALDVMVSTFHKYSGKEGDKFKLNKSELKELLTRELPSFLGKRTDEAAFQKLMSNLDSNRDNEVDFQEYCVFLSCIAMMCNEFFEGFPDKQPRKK
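Compound dosing: one dose per compound; test system: human S100A4 monomer with TAMRA-labelled myosin IIA peptide; probe or stimulus: TAMRA-labelled myosin IIA heavy-chain peptide probe, 5 nM; medium: HEPES buffer with Ca2+, pH 7.2; schedule: 5 min incubation before reading; benchmarks: neutral control DMSO, positive control TFP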
PAX8 inh HTS: inhibitors of PAX8-driven TPO luciferase reporter, primary screen, RMG-I cells, single concentration; AID 652154, 2013; SteadyGlo, 24 h; actives 1.2% (n = 360,000); inhibition, % at 12.6 µM;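 active = mean replicate inhibition at least 60% with every replicate also reaching 60%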;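 also: luciferase light reporting Pax8 driven TPO promoter activity; plate controls were median of neutral control wells for no effect and mitoxantrone controls for full effect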
LGR2 inh: inhibitors of bursicon-induced LGR2 CRE-luciferase signal, primary screen, cell-based, HEK293, CRE-luciferase reporter, bursicon stimulation; inhibition, % at 9.99 µM; actives 0.35% (n = 380,000); bursicon-stimulated, 4 h; AID 720647, 2013; Drosophila bursicon receptor LGR2 (rickets);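 active = drop in luminescence signal, shown as inhibition above about 50% in the replicate tests, limit read from the data, passing the limit was not always enough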;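 also: agonist challenge used bursicon conditioned medium at about half maximal strength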
FN deposition inh: inhibitors of fibronectin matrix deposition, primary screen, AH1F cells, Alexa488-fibronectin fluorescence, plate reader. AH1F fibroblasts, overnight. inhibition, % at 12.6 µM. actives 0.086% (n = 350,000). AID 743247, 2014;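 active = mean inhibition across replicates of 30% or more, regardless of how many single replicates reach that level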;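 also: positive control wells lacked labelled fibronectin entirely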
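Assay system: AH1F fibroblast monolayer, labelled fibronectin deposition. Amount: 10000 cells per well. Also added: labelled fibronectin 24 nM. Compound: single-point pinned compound. Incubation: cell attachment 1 h, compound and FN exposure overnight. Detection: fluorescence after three HBSS washes, excitation 485 nm, emission 525 nm. Read-out: inhibition of fibronectin deposition signal.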
The depositor's hits bear a star; . = not tested or not shown; & = joins results of further samples.

SMILES	PglD inh	ERAP1 inh	EWS-Fli block	PGC1a acetyl inh	S100A4 inh HTS	PAX8 inh HTS	LGR2 inh	FN deposition inh
O=C(C1CCC1)N1CC(=O)N2[C@H](C1)[C@H](c1ccc(-c3cccnc3)cc1)[C@@H]2CO	.	0	-1	5	3	1	1	-2
COC(=O)C[C@H]1CC[C@@H]2[C@H](COc3ccc(NC(=O)c4cnccn4)cc3C(=O)N2C)O1	-1	-2	-2	3	-20	1	-6	-16
O=C(CCCN1C(=O)c2cccc3cccc(c23)C1=O)NCc1cccs1	.	-1	-11	-15	2	-13	5	2
Cn1nnnc1SCc1nc2scc(-c3ccc(Cl)cc3)c2c(=O)[nH]1	.	0	6	15	-22	-1	5	-1
CO[C@@H]1CN(C)C(=O)c2cc(NC(=O)C3CC3)ccc2OC[C@@H](C)N(Cc2cccc(F)c2)C[C@H]1C	2	3	3	11	3	12	10	-10
COc1cccc(NC(=O)N2[C@@H]3CNC[C@H]2C3c2ccc(-c3cccc(C(=O)N(C)C)c3)cc2)c1 (some centres undefined)	.	-3&-1	8	-2&10	-3&11	-1&-54	-27&-34	-2&1
C[C@]12CC[C@@H]3c4ccc(OS(=O)(=O)O)cc4CC[C@H]3[C@@H]1CCC2=O	-2&3	-3&-2	2&-15	33&2	2&-15	2&-1	18&-4	-8&-1
COc1ccc(CC(=O)Oc2ccc(F)c(F)c2)cc1S(=O)(=O)N1CCOCC1	0	3	-1	.	10	-6	1	5
COc1ccc(CC(=O)NNC(=O)c2cccs2)cc1	.	9	-3	.	1	-7	3	-3
C/C(=N\NC(=O)CSc1nc2ccccc2[nH]1)c1ccncc1	2	2	7	0	-2	-15	-9	-15
O=C(Nc1cc(Cl)ccc1Cl)C1Cc2ccccc2O/C1=N\O (centres undefined)	-1	1	18	-13	-15	-1	7	-4
CC1(C)Cc2nc3scc(NC(=O)c4ccccc4)c3cc2CO1	-5	0	-11	-2	-2	-6	-8	-21
COc1ccc(C(=O)OC2C(OC)OCC(O)C2O)cc1 (centres undefined)	-3	1	-6	.	1	-4	-11	6
CC(C)NC(=O)Nc1ccc2c(c1)C(=O)N([C@@H](C)CO)C[C@@H](C)[C@H](CN(C)C(=O)Cc1ccccc1)OCCCC[C@H](C)O2	-1	-1	.	-8	3	5	-5	-1
O=C1C2CCCN2C(=O)N1CCCCN1CCN(c2ccccc2)CC1 (centres undefined)	-2	.	.	3	.	-5	-13	7
CCCCOCCCNC(=O)C[C@@H]1C[C@@]2(C(=O)OCC)CCC=C2N(Cc2ccc3c(c2)OCO3)C1=O	.	0	2	.	-3	10	5	-21
COc1ccc(C(=O)N2CCCC2(C#N)c2ccccc2)cc1[N+](=O)[O-] (centres undefined)	1	5	-18	6	1	10	-3	5
CCN(C1CCCCC1)S(=O)(=O)CCNC(=O)c1ccccc1	0	-1	-2	2	12	.	0	-6
COc1cc2c(cc1[N+](=O)[O-])-c1ccccc1C2	-5	-2	-20	-9	10	-46	-24	-4
O=S1(=O)CC(N2CCCCC2)CN1Cc1cn(Cc2ccccc2)nn1 (centres undefined)	.	.	-2	.	-8	-9	-2	-2
Cc1cccc(C)c1NC(=O)c1cnccn1	-6	-3	0	.	1	5	-5	4
Cc1cc(C(=O)Cn2cc([N+](=O)[O-])ccc2=O)c(C)n1CC1CCCO1 (centres undefined)	-2	0	-6	5	-3	.	17	-4
CC(=O)CC1(O)C(=O)Nc2ccccc21 (centres undefined)	-7	-2&-3	36&24	2&2	-22&5	17	5&4	1
CS(=O)(=O)N(CC(=O)N1CCOCC1)c1cc(Cl)ccc1Cl	1	-1	5	.	1	-4	2	-8
COc1ccc(-c2cc(NC(=O)Cc3c(C)[nH]c4ccccc34)ccc2Nc2cccnc2)cc1F	.	-5	19	.	-1	10	-1	0

Record cards, from the list above:
Profile of CCCCOCCCNC(=O)C[C@@H]1C[C@@]2(C(=O)OCC)CCC=C2N(Cc2ccc3c(c2)OCO3)C1=O = PglD inh: .; ERAP1 inh: 0; EWS-Fli block: 2; PGC1a acetyl inh: .; S100A4 inh HTS: -3; PAX8 inh HTS: 10; LGR2 inh: 5; FN deposition inh: -21
Profile of CC(C)NC(=O)Nc1ccc2c(c1)C(=O)N([C@@H](C)CO)C[C@@H](C)[C@H](CN(C)C(=O)Cc1ccccc1)OCCCC[C@H](C)O2 = PglD inh: -1; ERAP1 inh: -1; EWS-Fli block: .; PGC1a acetyl inh: -8; S100A4 inh HTS: 3; PAX8 inh HTS: 5; LGR2 inh: -5; FN deposition inh: -1

The main list resumes with the three entries that preceded the break.
SMILES	PglD inh	ERAP1 inh	EWS-Fli block	PGC1a acetyl inh	S100A4 inh HTS	PAX8 inh HTS	LGR2 inh	FN deposition inh
CC(=O)CC1(O)C(=O)Nc2ccccc21 (centres undefined)	-7	-2&-3	36&24	2&2	-22&5	17	5&4	1
CS(=O)(=O)N(CC(=O)N1CCOCC1)c1cc(Cl)ccc1Cl	1	-1	5	.	1	-4	2	-8
COc1ccc(-c2cc(NC(=O)Cc3c(C)[nH]c4ccccc34)ccc2Nc2cccnc2)cc1F	.	-5	19	.	-1	10	-1	0
O=C(COc1ccc(Br)cc1)Nc1ccc2c(c1)C(=O)NC2=O	.	5	2	.	19	17	-7	6
CO[C@H]1CN(C)C(=O)c2ccc(NC(C)=O)cc2OC[C@H](C)N(S(=O)(=O)c2cn(C)cn2)C[C@H]1C	1	1	-5	4	-8	-11	2	-17
CCOc1ccc(C(C(=O)NC2CCCC2)N(C(=O)c2snc(C(N)=O)c2N)C2CCCC2)cc1 (centres undefined)	-2	0	2	.	0	15	2	-11
CCN1C(=NCc2cc(OC)c(OC)c(OC)c2)N[C@@H](c2cccc(C(F)(F)F)c2)C(C(=O)OC)=C1C	-3	-1	6	-18	-1	-10	-13	-23
C[C@@H]1CN([C@H](C)CO)C(=O)CCCn2cc(nn2)CO[C@@H]1CN(C)Cc1ccc(Cl)c(Cl)c1	.	.	7	10	.	13	-12	-1
C[C@@H]1CN([C@H](C)CO)C(=O)c2cc(C#C[C@@H](C)O)cnc2O[C@@H]1CN(C)Cc1ccccn1	1	1	6	2	-3	.	-17	.
Cc1ccc(C)c(NC(=O)CN(C)C(=O)COc2ccc3ccccc3c2)c1	-1	0	12	2	-4	3	12	-11
O=C(CN1CCC(n2cnc3cc(F)ccc32)CC1)Nc1ccccc1Br	.	-6	-9	.	-27	17	-6	-9
COc1ccc(-c2cnc3c(NC=O)cc(-c4ccccc4)cn23)cc1OC	-3	0	46	-1	7	33	-37	-2
C[C@@H]1CN([C@H](C)CO)C(=O)Cc2cc(NS(=O)(=O)c3cn(C)cn3)ccc2O[C@H]1CN(C)CC1CC1	-9	0	-3	2	26	.	-14	2
Cc1[nH]c2ccccc2c1/C=N/NC(=O)CNC(=O)c1ccc2c(c1)OCCO2	.	6	11	.	5	11	26	1
COc1ccc(S(=O)(=O)Nc2ccc3c(c2)C(=O)N([C@@H](C)CO)C[C@H](C)[C@@H](CN(C)S(=O)(=O)c2ccc(C)cc2)OCCCC[C@@H](C)O3)cc1	-4	-1	8	-10	-13	32	11	6
O=C(C[C@@H]1CC[C@H]2[C@@H](COC[C@H](O)CN2C(=O)c2ccccc2F)O1)N1CCOCC1	-3	-3	-6	0	-2	1	-1	-6
C[C@H]1CN([C@@H](C)CO)C(=O)Cc2cc(NC(=O)Cc3cn(C)c4ccccc34)ccc2O[C@@H]1CN(C)Cc1ccc(Oc2ccccc2)cc1	-6	.	6	-10	.	12	-14	.
Cc1cc2c(Nc3ccccc3)ncnc2s1	-1	2	-8	-1	-3	-30	-2	6
C/C=C/c1ccc([C@@H]2[C@@H](CO)N3C(=O)CN(Cc4ccc(F)cc4)C[C@@H]23)cc1	.	-5	2	11	30	.	9	-5
Cc1ccc(NC(=O)C2CCCN(C(=O)c3ccc(Cl)cc3)C2)c(C)c1 (centres undefined)	0	0	-3	.	2	-8	19	15
Cc1cc(CN(C)C(=O)CCc2nnc(Cc3cccc(C(F)(F)F)c3)o2)on1	.	0	-90	-2	1	-113	-30	.
C[C@@H]1CN([C@H](C)CO)C(=O)c2cc(NC(=O)Cn3cnnn3)ccc2O[C@@H]1CN(C)Cc1ccc2c(c1)OCO2	1	3	-12	2	-13	.	-11	.
CCNC(=O)[C@@H]1[C@@H](CO)[C@@H]2Cn3c(ccc(-c4ccccc4F)c3=O)[C@@H]2N1C(C)=O	1	0	-1	.	14	1	-11	.
C[C@@H]1CN([C@H](C)CO)C(=O)c2cccc(NS(=O)(=O)c3cccs3)c2O[C@@H]1CN(C)C(=O)Nc1ccc2c(c1)OCO2	6	1	0	-1	-7	.	-19	.
CCOC(=O)c1ccc(NC(=O)c2nc[nH]c2C(=O)N[C@@H](Cc2ccccc2)C(=O)OC(C)(C)C)cc1	-2	.	12	-10	-1	26	-10	-7
CC1CCCN(S(=O)(=O)c2cc3c4c(c2)CCN4C(=O)CC3)C1 (centres undefined)	-1	1	6	-3	0	.	6	0
C[C@@H]1CN([C@H](C)CO)C(=O)c2cccc(N(C)C)c2O[C@@H]1CN(C)C	10	0	-2	5	9	-19	-19	6
C=CCCC1CN(Cc2ccc(OC)cc2)S(=O)(=O)c2c(NCc3cc(OC)c(OC)c(OC)c3)cccc2O1 (centres undefined)	.	.	12	.	-4	22	-3	-8

The list goes on.
SMILES	PglD inh	ERAP1 inh	EWS-Fli block	PGC1a acetyl inh	S100A4 inh HTS	PAX8 inh HTS	LGR2 inh	FN deposition inh
COc1ccc(S(=O)(=O)N(C)C[C@@H]2OCc3ccccc3-c3c(n(C)c4ccccc34)C(=O)N([C@@H](C)CO)C[C@H]2C)cc1	0	1	12	-4	3	.	11	1
C[C@@H]1CN([C@H](C)CO)C(=O)Cc2cc(N(C)C)ccc2O[C@H]1CN(C)C(=O)NC1CCCCC1	2	4	-4	-2	-1	-3	-10	-2
Fc1ccc(COc2ccccc2-c2ccnc3ncnn23)cc1	-2	-3	-6	-4	2	-3	19	-3
CCC(=O)N1C[C@H](C)[C@H](OC)CN(C)C(=O)c2ccc(NC(=O)c3ccccc3)cc2OC[C@@H]1C	-1	3	8	-33	2	-2	19	-7
O=C(NC1CCCCC1)c1ccc(NS(=O)(=O)c2cccc3cccnc23)cc1	.	3	11	-5	-4	3	5	6
O=C(CSc1nnc(NC(=O)c2ccc3c(c2)OCO3)s1)NCc1ccco1	.	14	27	2	-4	-1	60*	8
Cc1ccc(C)c(S(=O)(=O)N2CCN(Cc3cc4c(cc3O)OCO4)CC2)c1	.	-4	-1	5	-3	-4	5	9
O=C1NC(c2cccc(Cl)c2)Oc2ccccc21 (centres undefined)	0	-1	-1	12	-1	-11	-1	10
COc1ccc(N2CCN(CCC(=O)c3ccc4ccccc4c3)CC2)cc1	-3	1	-7	-2	-2	-8	-2	-5
Cc1ccc(S(=O)(=O)N2CCCC(C)C2)cc1 (centres undefined)	-5	0	13	-3	-3	30	0	-3
N#CCSc1ccccc1NC(=O)CN1C(=O)NC(CCc2ccccc2)C1=O (centres undefined)	-5	-5	7	3	1	4	-15	2
CCOC(=O)COc1ccccc1/C=C1/NC(=O)NC1=O	2	1	14	3	-3	-7	-9	-15
O=C(Nc1ccccc1Cl)Oc1ccc(Cl)cc1Cl	1	1	-20	.	-1	-6	-12	4
